Compound activity: PubChem BioAssay, several laboratories
Dyrk1A ADPGlo – rat Dyrk1A kinase inhibitors, primary screen, biochemical, single point, plate reader | AID 504441, 2011 | hit rate 0.43% among 310,000 | ADP-Glo luminescence, NFATc1 peptide | inhibition, % at 12.5 µM; in the data active = inhibition above about 50%;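 also: plate controls were vehicle with enzyme for no effect and no enzyme for full effect; many of its hits are not listed in these tables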
KCNQ1 pot – potentiators or activators of KCNQ1 channel, primary screen, cell-based, thallium flux, high-throughput | hit rate 0.35% among 310,000 | B-score at 10 µM | CHO-K1 KCNQ1, thallium flux FluxOR fluorescence; active compounds read high;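 active = fluorescence ratio B-score, a plate-corrected score, at least three library SD, with initial intensity B-score within 5 SD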
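System: CHO-K1 cells stably expressing KCNQ1 / Medium: assay buffer for compound exposure, DMSO matched across wells / Reagent: thallium- and potassium-containing depolarizing buffer / Compound: one concentration, matched DMSO / Incubation: 20 min compound pretreatment at room temperature / Measured by: kinetic FluxOR fluorescence, 10 s baseline plus 110 s post-stimulus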
PolyA inh – polyadenylation inhibitors in yeast reporter cells, primary screen, luminescence, S. cerevisiae; hit rate 0.02% among 300,000; S. cerevisiae SKY197-pL101 polyadenylation reporter, beta-gal luminescence; efflux-impaired pdr1/pdr3 knockout yeast; score 100 = 6 SD above DMSO; calls only at 12 µM;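 active = lowest replicate activity score at least 50, where 100 means six control SD above control mean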;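 also: yeast exposed to compound for 9 h at 30 °C; higher score means more reporter readthrough which indicates perturbed polyadenylation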
Platelet DG rel – inhibitors of platelet dense granule secretion, primary screen, cell-based, MLPCN, human platelets. human platelet-rich plasma, SFLLRN dense granule ATP release, luminescence. inhibition, %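 (compounds screened at 7.5 µM in platelet-rich plasma)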. hit rate 0.22% among 300,000;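 active = mean replicate score, as percent of positive control, at or above 50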
TRPC4 block – inhibitors of mouse TRPC4 channel, primary screen, Fluo4 calcium, HEK293 TRPC4beta/mu-opioid cells. Short transient receptor potential channel 4 (Mus musculus), Q9QUQ5. DAMGO-evoked Fluo4 calcium flux; active compounds read low. B-score at 10 µM. hit rate 0.39% among 300,000. AID 2247, 2010;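 active = B-score over 3 SD under the library average, no early fluorescence shift, positive overall ratio signal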
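material = TRPC4beta/mu-opioid receptor HEK293 cell line | probe or stimulus = sequential submaximal and maximal DAMGO stimulation | compound dosing = one concentration per compound | measured by = Fluo4 Ca2+ flux fluorescence | evaluation = integrated fluorescence ratio relative to baseline, converted to per-well B score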
KCNQ1 inh – inhibitors of human KCNQ1 channel, primary screen, cell-based, thallium flux, high-throughput | Potassium voltage-gated channel subfamily KQT member 1 (Homo sapiens), P51787 | CHO-K1 KCNQ1, FluxOR thallium flux fluorescence; active compounds read high | B-score at 10 µM | hit rate 1.3% among 310,000 | AID 2642, 2010;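 active = compounds whose thallium flux B-score, printed positive for inhibition, exceeds three library SD while starting fluorescence stays within three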;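 also: channel opened by potassium depolarization with thallium stimulus after 20 min compound exposure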
KCNK3 block – human KCNK3 channel inhibitors, primary screen, CHO cells, FluxOR thallium flux, B-score. hit rate 0.84% among 340,000. AID 602410, 2012. B-score at 10 µM. FluxOR fluorescence; active compounds read low;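 active = B-score under library mean minus 4 SD, starting fluorescence ratio at most library mean plus 5 SD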;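 also: more negative B-score means stronger inhibition of thallium flux through KCNK3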
Target sequence (O14649 whole entry, looked up): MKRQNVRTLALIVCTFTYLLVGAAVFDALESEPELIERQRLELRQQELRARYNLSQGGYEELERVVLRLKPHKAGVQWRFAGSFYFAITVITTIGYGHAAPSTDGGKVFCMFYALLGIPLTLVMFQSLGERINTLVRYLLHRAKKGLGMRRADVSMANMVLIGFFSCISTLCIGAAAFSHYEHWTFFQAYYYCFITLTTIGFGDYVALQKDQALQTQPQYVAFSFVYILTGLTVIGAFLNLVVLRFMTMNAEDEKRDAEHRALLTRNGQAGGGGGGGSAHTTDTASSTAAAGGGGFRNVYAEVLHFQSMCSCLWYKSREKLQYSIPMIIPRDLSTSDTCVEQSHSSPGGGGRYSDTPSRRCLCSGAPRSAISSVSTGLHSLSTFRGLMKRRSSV
hERG protect – hERG rescue from dofetilide block, primary screen, cell-based, CHO-hERG, FluxOR thallium flux, dofetilide IC70; Voltage-gated inwardly rectifying potassium channel KCNH2 (Homo sapiens), Q12809; dofetilide IC70 present; activation (rescue from dofetilide block), less the hit threshold, % at 10 µM; hit rate 0.51% among 310,000; AID 1511, 2009;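 active = activation above the mean of controls blocked by dofetilide plus 5 SD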;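 also: thallium influx through hERG after potassium depolarization seen as dye fluorescence rise; in these data hits start at about 4.7%; inactives centre near -7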
TRPC4 potent – positive allosteric modulators of TRPC4, primary screen, cell-based, mouse TRPC4beta, HEK293 mu-opioid, Fluo-4 calcium; B-score at 10 µM; DAMGO EC20, Fluo-4 Ca2+ flux; active compounds read high; hit rate 0.42% among 310,000; AID 2227, 2009;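 active = B-score of calcium response area above 5 SD of library B-scores, with initial fluorescence ratio within 5 SD of library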;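 also: B-score of integrated fluorescence ratio over time as area under calcium response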
KCNK9 block – KCNK9 potassium channel inhibitors, primary screen, HEK293 cells, thallium flux. AID 488922, 2010. B-score at 10 µM. hit rate 1.2% among 310,000. FluxOR thallium flux fluorescence; active compounds read low;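 active = ratio B-score over 3 SD below the library mean, with starting fluorescence within 5 SD of its mean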;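 also: negative B-score means less thallium flux so channel inhibition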
Target sequence (Q9NPC2 whole entry, looked up): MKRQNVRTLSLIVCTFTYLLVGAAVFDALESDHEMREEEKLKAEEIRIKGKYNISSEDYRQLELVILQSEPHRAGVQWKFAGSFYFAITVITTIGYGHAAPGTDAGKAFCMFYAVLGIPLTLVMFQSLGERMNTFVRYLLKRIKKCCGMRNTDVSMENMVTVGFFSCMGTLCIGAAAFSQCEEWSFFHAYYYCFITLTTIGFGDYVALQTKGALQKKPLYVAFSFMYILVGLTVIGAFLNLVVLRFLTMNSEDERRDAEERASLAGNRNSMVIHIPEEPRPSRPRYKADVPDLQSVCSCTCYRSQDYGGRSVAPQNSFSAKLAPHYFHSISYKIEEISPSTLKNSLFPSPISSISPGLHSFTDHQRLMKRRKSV
TRPC4 agonist – activators of mouse TRPC4 channel, primary screen, Fluo4 calcium, HEK293 TRPC4beta/mu-opioid cells. Short transient receptor potential channel 4 (Mus musculus), Q9QUQ5. Fluo4 calcium fluorescence; active compounds read high. B-score at 10 µM. hit rate 0.49% among 310,000. AID 2237, 2010;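 active = B-score above 5 SD of library B-scores, and initial fluorescence ratio not above library mean plus 5 SD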;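 also: positive B-score marks a calcium rise read as TRPC4 activation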
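Test system: HEK293 cells stably co-expressing mouse TRPC4beta and mu-opioid receptor | Schedule: Fluo4 dye loading 45 min at room temperature, 110 s recording | Measured by: Kinetic Fluo4 calcium fluorescence, 5 s baseline at 1 Hz | Evaluation: B score of integrated ratio | Controls: Buffer (low) and maximal DAMGO (high)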
* hit, by the source's call; i = inactive; . = not tested or not shown. A portion of the library, so the mix of outcomes need not match the whole.

The line under a structure holds: Dyrk1A ADPGlo	KCNQ1 pot	PolyA inh	Platelet DG rel	TRPC4 block	KCNQ1 inh	KCNK3 block	hERG protect	TRPC4 potent	KCNK9 block	TRPC4 agonist
Cc1cc(OCC(=O)NCCCN2CCCC2=O)c2c(C)c(C)c(=O)oc2c1
    -1	i	i	2	i	i	i	-8	i	i	i
N#Cc1c(N2C(=O)Nc3ccccc3N2O)sc2c1CCCCCC2
    7	i	i	8	i	i	i	-1	i	i	i
CCOC(=O)C1CCN(C(=O)CSc2c3c(nc4ccccc24)CCC3)CC1
    0	i	i	0	i	i	i	-5	i	i	i
O=C(O)c1ccccc1C(=O)NNc1cccc(Cl)n1
    4	i	i	-2	i	i	i	-6	i	i	i
Cc1cccc(C(=O)N2CCCCCC2)c1[N+](=O)[O-]
    2	i	i	1	i	i	i	-8	i	i	i
COc1ccc(S(=O)(=O)N(C)c2ccc(C(=O)N3CCCC3)cc2)cc1
    1	i	i	4	i	i	i	-6	i	i	i
CCC(Oc1ccccc1)C(=O)Nc1cc(C)on1 (centres undefined)
    2	i	i	-6	i	i	i	-6	i	i	i
COc1ccc(Cc2nnc(SCC(=O)Nc3ccccc3C#N)o2)cc1
    0	i	i	-10	i	i	i	-5	i	i	i
CCc1nnc(NC(=O)CSCc2cc(=O)n3nc(C)sc3n2)s1
    7	i	i	12	i	i	i	-4	i	i	i
Cc1ccccc1OCC(=O)N/N=C/c1cn(Cc2ccccc2)c2ccccc12
    -2	i	i	-70	i	i	i	-11	i	i	i

Quoted from the listing.
CCC(Oc1ccccc1)C(=O)Nc1cc(C)on1 (centres undefined) in Dyrk1A ADPGlo has 2
O=C(O)c1ccccc1C(=O)NNc1cccc(Cl)n1 in hERG protect has -6
N#Cc1c(N2C(=O)Nc3ccccc3N2O)sc2c1CCCCCC2 in Dyrk1A ADPGlo has 7
CCOC(=O)C1CCN(C(=O)CSc2c3c(nc4ccccc24)CCC3)CC1 in hERG protect has -5

Additional entries.
The line under a structure holds: Dyrk1A ADPGlo	KCNQ1 pot	PolyA inh	Platelet DG rel	TRPC4 block	KCNQ1 inh	KCNK3 block	hERG protect	TRPC4 potent	KCNK9 block	TRPC4 agonist
COc1ccc(OCC(=O)Nc2ccc3c(c2)nc(CCn2ccccc2=O)n3C)cc1
    -5	i	i	4	i	i	i	-9	i	i	i
CCOC(=O)c1cc(-c2ccc(OC)cc2)nc2c1c(C)nn2CCC(N)=S
    2	i	i	1	i	i	i	-13	i	i	i
O=C(CCN1C(=O)/C(=C/c2ccccc2Cl)SC1=S)N1CCCC1
    -4	i	i	-11	i	i	i	-11	i	i	i
Cc1ccc(NC(=O)c2ccc(S(=O)(=O)N3CCCCC3)cc2)cc1
    5	i	i	1	i	i	i	-12	i	i	i
Cc1ccc(C(=O)OCC(=O)N2CCC(Cc3ccccc3)CC2)cc1N
    -2	i	i	-1	i	i	i	-7	i	i	i
COc1ccc(CCNc2nc(-c3sc(C)nc3C)cs2)cc1OC
    -2	i	i	17	i	i	i	-29	i	i	i
Cc1cc(NC(=O)c2ccc(Cl)cc2)n(CCOC(=O)c2ccc(Cl)cc2)n1
    -8	i	i	4	i	i	i	-5	i	i	i
COC(=O)c1cccc(NC(=O)/C=C/c2cccc([N+](=O)[O-])c2)c1
    8	i	i	-2	i	i	i	-6	i	i	i
CC1CCCC(C)N1C(=O)CSc1nc2ccccc2c(=O)[nH]1 (centres undefined)
    9	i	i	-6	i	i	i	-14	i	i	i
CC(Sc1nccn1C)C(=O)c1c(N)n(C)c(=O)n(C)c1=O (centres undefined)
    0	i	i	0	i	i	i	-8	i	i	i
CCN(CCn1cccn1)C(=O)c1cc(COc2ccccc2SC)on1
    6	i	i	-2	i	i	i	-5	i	i	i
O=C(COC(=O)CNC(=O)c1cccc([N+](=O)[O-])c1)Nc1cccc(S(=O)(=O)N2CCCC2)c1
    -4	i	i	2	i	i	i	-8	i	i	i
O=C(CN1C(=O)COc2ccccc21)Nc1ccc(F)cc1
    -1	i	i	7	i	i	i	-6	i	i	i
CC(=O)n1nc(-c2ccco2)nc1SCc1ccccc1
    7	i	i	20	i	i	i	-3	i	i	i
CCN(CC)S(=O)(=O)c1cccc(-c2nnc(SCC(=O)NCCC3=CCCCC3)n2N)c1
    3	i	i	-2	i	i	i	-7	i	i	i
CCOc1ccc2nc(SCC(=O)NC3CCCCC3)[nH]c2c1
    3	i	i	8	i	i	i	-9	i	i	i
CCOC(=O)CSc1nnc(C)c(=O)[nH]1
    0	i	i	6	i	i	i	-1	i	i	i
Cc1cc(C)cc(C(=O)NC(CC(N)=O)c2ccc(NC3CCCCCCC3)c([N+](=O)[O-])c2)c1 (centres undefined)
    -11	i	i	1	i	i	i	-6	i	i	i
CCO/C=C1\C(=O)N(CC)c2ccccc21
    -1	i	i	-3	i	i	i	-13	i	i	i
O=S(=O)(N/N=C/c1ccc(F)cc1)c1ccccc1
    -2	i	i	0	i	i	i	1	i	i	i
CCc1ccccc1OCC(=O)Nc1ccc2c(c1)OCCO2
    -3	i	i	9	i	i	i	-6	i	i	i
O=C(CSc1nnnn1C1CCCCC1)NCCc1ccccc1
    .	i	i	5	i	i	i	-10	i	i	i
CCC(C)[C@H]1CNC(=O)C(=O)N1CCCc1cc(OC)c(OC)c(OC)c1 (some centres undefined)
    -3	i	.	-2	i	i	i	-7	i	i	i
COc1ccc(CN2CCC(n3nccc3NC(=O)C3CC3)CC2)c(Cl)c1OC
    -1	i	i	-1	i	i	i	-7	i	i	i
S=c1[nH]ccn1-c1cccc(Cl)c1
    4	i	i	12	i	i	i	-4	i	i	i
CN(CC(=O)Nc1ccc(Cl)c(C(F)(F)F)c1)C(=O)Cc1cccs1
    5	i	i	1	i	i	i	-2	i	i	i
CCOc1ccc(NC(=O)CNC(=O)c2ccc(OC)c(OC)c2)cc1
    -1	i	i	-13	i	i	i	-7	i	i	i
CSc1ncc(C(=O)Nc2ccc(Cl)cc2)c(C)n1
    -1	i	i	-3	i	i	i	0	i	i	i
CCSc1ccc(-c2ccc(C)cc2)nn1
    .	i	i	10	i	i	i	-12	i	i	i
CCCNC(=O)c1ccccc1NC(=O)CN(c1ccccc1OCC)S(C)(=O)=O
    -1	i	i	-6	i	i	i	-5	i	i	i
COc1cccc(-c2nc(CC(=O)O)cs2)c1OC
    2	i	i	1	i	i	i	-2	i	i	i
Cc1ccc(C(=O)N2CCN(S(=O)(=O)c3ccccc3[N+](=O)[O-])C2)cc1
    2	i	i	-6	i	i	i	-9	i	i	i
CC(C(=O)NC(C)(C)C)N(Cc1cccs1)C(=O)CCN1CCc2ccccc21 (centres undefined)
    -1	i	i	-2	i	i	i	-8	i	i	i
CC(C)c1ccc(NCCC(=O)c2ccc(Br)cc2)cc1
    4	i	i	-2	i	i	i	-3	i	i	i
Cc1cccc(C)c1NS(=O)(=O)c1ccc(F)cc1
    -3	i	i	-16	i	i	i	-6	i	i	i
O=C(/C=C/c1ccccc1)NC(=S)Nc1ccc(N2CCOCC2)c(Cl)c1
    0	i	i	-8	i	i	i	-11	i	i	i
COc1cccc(Cn2c(NCc3ccco3)nc3c2c(=O)n(C)c(=O)n3C)c1
    .	i	i	10	i	i	.	-16	i	i	i
COc1nc(NCCO)nc(Nc2ccc([N+](=O)[O-])cc2)n1
    2	i	i	-9	i	i	i	-3	i	i	i
Nc1cc(=O)nc(SCc2ccccc2)n1Cc1ccco1
    1	i	i	-9	i	i	i	-10	i	i	i
COc1cc(-c2nc(CN3CCN(C(=O)c4ccco4)CC3)c(C)o2)ccc1F
    1	i	i	10	i	i	i	-8	i	i	i
O=C(N/N=C/c1cccc(Br)c1)c1ccc(Br)cc1
    -1	i	i	1	i	i	i	1	i	i	i
COc1ccc(CCNC(=O)CSc2nnnn2-c2ccccc2)cc1
    1	i	i	-4	i	i	i	-9	i	i	i
COc1cc(C(c2c(C)n(C)n(-c3ccccc3)c2=O)c2c(C)n(C)n(-c3ccccc3)c2=O)cc(Br)c1O
    1	i	i	-1	i	i	i	-6	i	i	i
Cc1ccc(Cn2nnnc2CN2CCC(O)(c3cccnc3)CC2)cc1
    7	i	i	8	i	i	i	-11	i	i	i
Cc1ccc(O)c(C(CC(=O)NCc2ccco2)c2ccccc2)c1 (centres undefined)
    7	i	i	0	i	i	i	-3	i	i	i
CCOC(=O)c1[nH]c(C)c(C(=O)Nc2ccc(Cl)cc2)c1C
    -5	i	i	1	i	i	i	-6	i	i	i
Cc1cccc(C)c1NC(=O)CN(C)C(=O)c1cc(S(=O)(=O)N2CCOCC2)ccc1N1CCCC1
    -2	i	i	-26	i	i	i	-7	i	i	i
O=C(CCCOc1ccc(Cl)cc1Cl)N/N=C/c1ccco1
    2	i	i	-9	i	i	i	-2	i	i	i
Cc1cc2c(cc1S(=O)(=O)Nc1cccc(F)c1)n(C)c(=O)c(=O)n2C
    8	i	i	6	i	i	i	-5	i	i	i
c1ccc2nc3ccccc3nc2c1
    -3	i	.	-2	i	i	i	-6	i	i	i

Retrieved by compound from the list above, two records:
The line under a structure holds: Dyrk1A ADPGlo	KCNQ1 pot	PolyA inh	Platelet DG rel	TRPC4 block	KCNQ1 inh	KCNK3 block	hERG protect	TRPC4 potent	KCNK9 block	TRPC4 agonist
Cc1ccc(O)c(C(CC(=O)NCc2ccco2)c2ccccc2)c1 (centres undefined)
    7	i	i	0	i	i	i	-3	i	i	i
COc1cc(C(c2c(C)n(C)n(-c3ccccc3)c2=O)c2c(C)n(C)n(-c3ccccc3)c2=O)cc(Br)c1O
    1	i	i	-1	i	i	i	-6	i	i	i
